SIAE primary: inhibitors of human sialic acid acetylesterase SIAE. Q9HAT2. SIAE FP-Rh probe binding, fluorescence polarization. inhibition, % at 9.66 µM. hit rate 0.69% among 370,000;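 active = inhibition above a cutoff: mean of compounds within the control limits plus 3 SD of those, cut at about 17% in these data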;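 also: 0% = plate median of compound wells and 100% = probe without SIAE protein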
HTRA1 inhibitor: blocks human HTRA1 serine peptidase; Q92743; recombinant HTRA1, FP-rhodamine activity-based probe, fluorescence polarization; inhibition, % at 5.96 µM; hit rate 0.5% among 340,000; AID 504803; in the data active = inhibition above about 36%;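 also: 0% = enzyme with DMSO and 100% = wells lacking enzyme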
MBD2 DNA inh: MBD2-methylated oligo binding inhibition. hit rate 0.31% among 370,000. TR-FRET, MBD2 binding to methylated oligonucleotide. Q9UBB5. inhibition, % at 4.4 µM. AID 686964; in the data active = inhibition above about 13%
Target sequence (Q9UBB5 whole entry, looked up): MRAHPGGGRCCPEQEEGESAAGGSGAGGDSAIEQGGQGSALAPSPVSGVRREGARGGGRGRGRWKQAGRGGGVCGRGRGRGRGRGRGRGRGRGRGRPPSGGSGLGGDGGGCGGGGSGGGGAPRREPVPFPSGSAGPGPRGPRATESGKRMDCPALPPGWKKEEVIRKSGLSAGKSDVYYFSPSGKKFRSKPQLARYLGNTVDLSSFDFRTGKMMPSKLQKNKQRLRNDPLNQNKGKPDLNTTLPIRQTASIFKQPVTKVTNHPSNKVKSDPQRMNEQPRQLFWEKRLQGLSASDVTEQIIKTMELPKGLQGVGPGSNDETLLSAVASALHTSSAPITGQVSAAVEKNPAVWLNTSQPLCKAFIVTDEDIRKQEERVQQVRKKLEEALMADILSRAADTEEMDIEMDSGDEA
PRMT1 FP inh: blocks human protein arginine methyltransferase 1; hit rate 1.3% among 370,000; recombinant PRMT1, activity-based probe fluorescence polarization; Q99873; inhibition, % at 2.79 µM;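 active = inhibition above about 21% made by adding two undisclosed values, limit read from the data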
UHRF1 MBD2 ctr: UHRF1 methyl-DNA binding inhibition; UHRF1 binding to methylated oligo, TR-FRET; Q96T88; hit rate 0.75% among 370,000; inhibition, % at 4.4 µM; AID 687016; in the data active = inhibition above about 21%;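 also: UHRF1 SRA domain binding a hemimethylated CpG hairpin DNA probe; 0% = median of test compound wells and 100% = reference inhibitor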
TCR CD3 inh: blocks the human TCR-CD3 interaction; TAMRA-labeled TCR probe fluorescence, biochemical; inhibition, % at 9.4 µM; AID 651800; hit rate 0.37% among 360,000; in the data active = inhibition above about 19%;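 also: recombinant mutant TCR 2C K166C tagged with TAMRA read by polarization; 0% = receptor in buffer alone and 100% = receptor with positive control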
rCAG RNA binder: binds r(CAG) RNA repeats; r(CAG) RNA repeat, TO-PRO-1 dye displacement fluorescence; inhibition, % at 3 µM; hit rate 1.3% among 370,000;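 active = inhibition above the plate cutoff, the mean of all test compounds on that plate plus 3 SD, cut at about 35% in these data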;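 also: 0% = DMSO alone and 100% = 100 µM mitoxantrone as full dye displacement; higher means more dye released from RNA so lower well fluorescence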
GC-A act: GC-A (human) enzyme activation; hit rate 0.14% among 370,000; activation, % at 10 µM; HEK293 GC-A cells, cGMP TR-FRET, EC30 ANP; 0% at EC30 ANP, 100% saturating ANP; P16066; AID 1671463; in the data active = activation above about 40%
ABHD4 inh: inhibits mouse alpha/beta hydrolase domain 4; purified mABHD4, FP-Rh probe fluorescence polarization; inhibition, % at 8.92 µM; Q8VD66; hit rate 0.54% among 370,000; AID 720543;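 active = inhibition exceeding the mean over every tested compound plus 3 SD, cut at about 30% in these data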;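 also: 0% = plate median of compound wells and 100% = S159A mutant with DMSO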
Target sequence (Q8VD66 whole entry, looked up, the tested form may be a part): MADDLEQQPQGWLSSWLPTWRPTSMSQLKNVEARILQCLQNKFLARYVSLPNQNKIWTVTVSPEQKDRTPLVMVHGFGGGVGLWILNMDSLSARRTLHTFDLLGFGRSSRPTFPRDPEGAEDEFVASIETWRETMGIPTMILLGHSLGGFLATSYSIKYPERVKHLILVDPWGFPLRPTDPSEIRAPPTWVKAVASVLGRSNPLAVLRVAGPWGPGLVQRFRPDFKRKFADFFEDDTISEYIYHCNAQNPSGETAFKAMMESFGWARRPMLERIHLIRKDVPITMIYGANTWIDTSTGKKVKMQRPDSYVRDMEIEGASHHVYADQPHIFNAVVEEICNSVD
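Material: mouse ABHD4 enzyme, wild type; Benchmarks: S159A mutant high control, sample median low control; Buffer or medium: HEPES pH 7.0, NaCl, Pluronic buffer; Signal: fluorescence polarization; Read-out: percent inhibition of probe binding, normalized to plate controls; Timing: pre-incubation 45 min, probe exposure 60 min, at 25 °C; Dosing: 8.92 µM, single dose.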
NPR2 activator: GC-B (human) receptor activation. P20594. HEK293-GC-B cells, CNP EC30, cGMP TR-FRET; 0% at EC30 CNP, 100% saturating CNP. activation, % at 10 µM. hit rate 0.11% among 370,000. AID 1920062;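 active = activation at 10 µM reaching about 35% in either raw or pattern-adjusted values, limit read from the data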
* hit, by the source's call; . = no result given. A portion of the library. The share of hits here may be higher or lower than overall.

Molecule,NPR2 activator,ABHD4 inh,rCAG RNA binder,GC-A act,UHRF1 MBD2 ctr,PRMT1 FP inh,MBD2 DNA inh,HTRA1 inhibitor,TCR CD3 inh,SIAE primary
CCc1ccc(C(=O)COC(=O)C(CCSC)NC(=O)C23CC4CC(CC(C4)C2)C3)cc1 (stereo not given),-6,-1,0,-7,17,0,0,2,9,11
CCCCNC(=O)[C@H]1N2C(=O)c3c(ccc(OC)c3OC)C2SC1(C)C (stereo not given in full),6,-1,0,2,1,4,-1,-2,6,5
Cc1ccc(CNC(=O)CSCc2ccc(F)cc2)cc1,0,1,-5,-3,-2,-4,-5,1,1,-3
CSc1nc2ccc(N3C(=O)C4CCCCC4C3=O)cc2s1 (stereo not given),1,4,-2,-2,1,2,1,-1,0,1
Cc1ccc(N2CC(C(=O)OCC(=O)c3ccc([N+](=O)[O-])cc3)CC2=O)cc1 (stereo not given),-2,4,2,2,-4,29*,2,-1,3,1
CCOc1ccc(C(C(=O)NC2CCCC2)N(CCCO)C(=O)c2ccc(-c3ccccc3)[nH]2)cc1 (stereo not given),.,-4,0,.,1,5,1,-9,1,-3
CC1CCCN(S(=O)(=O)c2cc(C(=O)NCCc3ccc(S(N)(=O)=O)cc3)ccc2Cl)C1 (stereo not given),-2,-16,10,-4,5,4,4,-10,4,-6
Cc1ccc(C2CC(=O)Oc3cc(C)c(Br)c(C)c32)cc1 (stereo not given),0,-10,3,1,14,-3,6,-15,5,-4
CCC(C)(C(=O)NC1CCCCC1)N(C)C(=O)c1ccccn1 (stereo not given),3,0,0,-1,-1,-5,-2,-7,1,4
COc1ccc(S(=O)(=O)N(C)CC(=O)Nc2ccc3c(c2)OCO3)cc1OC,-1,5,2,-1,-1,0,0,2,7,5
CNC1(C(N)=O)CCN(Cc2ccccc2)CC1,-2,2,8,1,0,-6,-3,1,3,4
Cc1cc(/C=C(/C#N)C(=O)Nc2ccc(Cl)cc2)c(C)n1-c1cccnc1,-7,5,2,5,0,2,5,-11,-4,0
Cc1nn(-c2ccccc2)c(C)c1NC(=O)COc1cc(F)ccc1[N+](=O)[O-],-10,0,-6,-7,0,-1,2,5,-6,5
CCOC(=O)C(C(=O)OCC)C(C(=O)OCC)N1CCOCC1 (stereo not given),-10,-1,4,-8,3,2,3,-8,-2,-3
CC1(C)Cc2c(oc3ncn4ncnc4c23)CO1,6,-1,0,4,-2,-2,-4,0,2,-7
CCN(CC)S(=O)(=O)c1ccc2c(c1)c(=O)c(C(=O)NCCc1ccccc1)cn2C,-4,2,2,0,2,-2,1,4,-3,1
COC(=O)CN1C(c2ccccc2)=Nc2ccc(Cl)cc2C1c1ccccc1 (stereo not given),-16,-2,-5,-21,5,3,0,-16,2,-9
CCC1(c2ccc(F)cc2)NC(=O)N(CC(=O)N2CCOCC2)C1=O (stereo not given),-8,4,0,2,-1,-1,-1,5,8,-7
CCOc1cc(/C=C(/C#N)c2ccc(F)cc2)ccc1OCc1ccc(C(=O)O)o1,-5,-5,69*,-4,-1,0,3,-30,-5,-25
Cc1ccc(S(=O)(=O)N2CCCCC2)cc1C(=O)N1CCCC1,0,1,-2,1,1,0,3,0,-4,2
COc1cccc(C(N)=O)c1,-2,-3,-2,1,0,0,-1,-24,8,3
COc1cc(Nc2cc(C)nc3nc(C)nn23)cc(OC)c1OC,8,5,-2,6,0,-2,-7,4,5,7
Cc1ccc(S(=O)(=O)N(CC(=O)O)c2ccc(Cl)c(C(F)(F)F)c2)cc1,0,8,17,1,1,-5,-2,0,0,-1
CCc1ccc(CNC(=O)CCC(=O)N2Cc3cccc(OC)c3Oc3ncccc32)cc1,-7,-1,-5,0,1,4,-7,3,-7,2
CCOC(=O)C(=CNc1ccc(O)c(C(=O)OC)c1)C(=O)OCC,7,7,-4,0,1,1,3,-1,-5,-3
CCOc1ncccc1C(=O)OC(C)C(=O)NC(=O)NC1CCCCC1 (stereo not given),8,8,-7,3,-1,0,3,22,-3,-4
CCNc1nc(SCCOc2ccccc2)nc(N(C)C)n1,5,2,-6,7,4,-1,0,-8,4,-4
CC(C)Oc1ccc(C(CC(=O)NCc2ccco2)c2ccccc2)cc1 (stereo not given),5,-5,-10,-1,-3,0,2,-1,2,9
Cc1ccc2nc3c(cc2c1)CN(Cc1ccco1)C(=NCC1CCCO1)S3 (stereo not given),16,-3,1,-3,-1,3,1,-16,0,-16
Cc1ccc(-c2cc(=O)c3ccc(F)cc3[nH]2)cc1,1,2,1,4,1,0,5,6,12,-2
COc1ccc(-c2[nH]ncc2/C=N\NS(=O)(=O)c2ccccc2)cc1OC,-6,2,2,-3,6,4,6,2,-10,8
CS(=O)(=O)NC1c2cccc3cccc(c23)C1N1CCOCC1 (stereo not given),1,3,-4,2,17,-1,-1,0,1,11
Cc1noc(N)c1C(=O)Nc1ccc(C(C)(C)C)cc1,3,-9,0,2,8,1,4,-11,-6,3
CCN(CC)S(=O)(=O)c1ccc(NS(=O)(=O)c2ccc(C)c(C)c2)cc1,2,3,16,2,0,0,5,-2,-5,1
O=C(O)CN(c1ccccc1)S(=O)(=O)c1cc(C(F)(F)F)cc(C(F)(F)F)c1,2,0,16,0,-1,2,0,0,5,-6
COc1ccc(N2C(=O)C(=O)/C(=C(/O)c3ccc(C)cc3)C2c2cccnc2)cc1 (stereo not given),4,7,0,2,1,-3,-2,2,1,21*
O=C(CSc1nnc(-c2cccnc2)n1C1CCCCC1)NC1CCCCC1,-2,-1,-3,-6,3,4,6,-1,-2,-2
CCOC(=O)C1C(C(=O)OC)=C(C(=O)OC)c2ccccc2N1S(=O)(=O)C(F)(F)F (stereo not given),8,-10,1,5,0,-3,-8,3,-3,8
COC(C(=O)N/N=C(\C)CC(=O)Nc1ccc(N(C)C)cc1)c1ccccc1 (stereo not given),-7,5,2,-4,-2,-2,-1,0,-3,9
CCOC(=O)C1(C)CCN1C(=O)CSc1ccccc1 (stereo not given),4,-6,3,1,1,-1,0,.,2,0
COc1ccc(CCC(=O)OCC(=O)Nc2ccccc2)cc1,-2,-1,5,4,0,1,3,2,-7,-4
CC(=O)Nc1cccc(-c2ccnc3c2CC(C(=O)NCc2ccc(F)c(F)c2)O3)c1 (stereo not given),8,-2,1,3,2,4,2,.,-9,-1
O=C1/C(=N\S(=O)(=O)c2cccs2)C([n+]2ccc(CCCc3ccccc3)cc2)=C([O-])c2ccccc21,-8,3,4,1,1,2,-8,.,3,0
CN(CC(=O)Nc1c(Cl)cccc1Cl)C(=O)c1n[nH]c2ccccc12,1,-13,-2,4,2,5,4,-7,-10,-7
COc1cccc(OCCSc2nnc3sc4ccccc4n23)c1,-18,-3,5,-1,1,-1,4,-9,0,7
Cc1cc(O)c(C)c(O)c1/C=N/NC(=O)c1cccnc1,7,2,5,0,-4,-1,-5,16,12,5
COCCCNC(=O)Cn1cc(/C=C(\C#N)C(=O)N2CCN(c3ccccc3)CC2)c2ccccc21,1,-2,-4,-8,-1,-1,0,3,-2,1
CNC(=O)C[C@H]1C(=O)N(c2ccccc2)C[C@@H]1Cc1ccccc1,-4,0,1,1,-4,-1,-7,-3,-2,0
C=CC[C@@H](CC(=O)N(CCO)Cc1ccccc1)C(=O)N[C@H](COC(=O)[C@@H](CC=C)Cc1ccc(F)cc1)C(C)(C)C,-9,-11,-5,-12,2,-3,-1,-48,2,6
CCOC(=O)/C(C#N)=C/Nc1cc(C(C)(C)C)sc1C(C)=O,4,-3,-3,2,0,8,1,0,-6,-2
O=C(NCCSCc1ccccc1)c1ccc(F)cc1,-3,3,1,0,-1,5,-6,-3,2,6
O=C(NC(=S)Nc1ccc2c(c1)OCCO2)c1ccc(F)cc1Cl,-2,-5,-4,-5,-1,-3,-2,-5,3,0
Cc1cccc(C(=O)Nc2ccc(C(=O)c3ccccc3)cc2)c1,0,-47,-3,-4,12,-4,0,.,4,-24

Some of the entries so far, with two lines to a compound:
Sequence of screens: NPR2 activator | ABHD4 inh | rCAG RNA binder | GC-A act | UHRF1 MBD2 ctr | PRMT1 FP inh | MBD2 DNA inh | HTRA1 inhibitor | TCR CD3 inh | SIAE primary
COCCCNC(=O)Cn1cc(/C=C(\C#N)C(=O)N2CCN(c3ccccc3)CC2)c2ccccc21
    1 | -2 | -4 | -8 | -1 | -1 | 0 | 3 | -2 | 1
CNC(=O)C[C@H]1C(=O)N(c2ccccc2)C[C@@H]1Cc1ccccc1
    -4 | 0 | 1 | 1 | -4 | -1 | -7 | -3 | -2 | 0
C=CC[C@@H](CC(=O)N(CCO)Cc1ccccc1)C(=O)N[C@H](COC(=O)[C@@H](CC=C)Cc1ccc(F)cc1)C(C)(C)C
    -9 | -11 | -5 | -12 | 2 | -3 | -1 | -48 | 2 | 6
CCOC(=O)/C(C#N)=C/Nc1cc(C(C)(C)C)sc1C(C)=O
    4 | -3 | -3 | 2 | 0 | 8 | 1 | 0 | -6 | -2
O=C(NCCSCc1ccccc1)c1ccc(F)cc1
    -3 | 3 | 1 | 0 | -1 | 5 | -6 | -3 | 2 | 6
O=C(NC(=S)Nc1ccc2c(c1)OCCO2)c1ccc(F)cc1Cl
    -2 | -5 | -4 | -5 | -1 | -3 | -2 | -5 | 3 | 0
Cc1cccc(C(=O)Nc2ccc(C(=O)c3ccccc3)cc2)c1
    0 | -47 | -3 | -4 | 12 | -4 | 0 | . | 4 | -24

Screens (PubChem)
